From PubChem
Shiga toxin inh: A qHTS for Small Molecule Inhibitors of Shiga Toxin | Vero cells, Shiga toxin protein synthesis inhibition reporter | inhibition, % at 38.7 µM | actives 9.2% (n = 290,000) | AID 2315, 2010; in the data active means inhibition mostly above about 28%, no sharp cut-off; inactive means mostly below about 43%; further: 0% is about no effect
HCMV inh: qHTS Assay for inhibitors of the human cytomegalovirus (HCMV) | HFF cells, HCMV-luciferase reporter, 72 h; hits give low values | activity change, negative = inhibition, % at 57.5 µM | actives 4.5% (n = 410,000); in the data active means activity change below about -60%; inconclusive means no clear call, values can overlap the other calls; inactive means above about -39%; further: on the % scale 0 is the no-effect control and ±100 the full control effect
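Luciferase read-out from HCMV-luciferase-infected HFFs (MOI 1 PFU/cell) 72 h post infection at 37C; compounds added after 16 h cell attachment; activity normalized between buffer-only basal and Salinomycin (10uM) inhibitor controls.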
Giardia FBPA inh: qHTS Assay for Inhibitors of Fructose-1,6-bisphosphate Aldolase from Giardia Lamblia. A8B2U2. purified Giardia FBPA. Potency, µM (doses to about 59.6 µM), without a hit: at the top dose activity, negative = inhibition, most hits filed as inhibitors. actives 0.71% (n = 290,000); further: potency means the concentration at half of the fitted maximal effect; on the % scale 0 is the no-effect control and ±100 the full control effect; nearly all actives have a fitted effect of over 55% in size
Target sequence (A8B2U2 whole entry, looked up): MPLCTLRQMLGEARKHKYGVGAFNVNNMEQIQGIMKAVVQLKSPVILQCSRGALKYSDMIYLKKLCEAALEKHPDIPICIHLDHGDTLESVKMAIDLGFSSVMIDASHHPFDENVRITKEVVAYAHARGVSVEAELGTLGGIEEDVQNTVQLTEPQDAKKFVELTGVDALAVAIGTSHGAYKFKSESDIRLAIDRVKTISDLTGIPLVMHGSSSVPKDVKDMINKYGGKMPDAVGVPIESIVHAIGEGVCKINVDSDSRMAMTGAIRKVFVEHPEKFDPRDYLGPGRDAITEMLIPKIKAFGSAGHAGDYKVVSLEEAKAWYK
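40 nM FBPA preincubated 10 min at RT with compound (up to 57.5 uM final), then substrate plus GAPDH/TPI/NAD/arsenate coupling and diaphorase/resazurin added. Fluorescence read after 20 min at RT, 525/598 nm.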
CHX counter: Cycloheximide Counterscreen for Small Molecule Inhibitors of Shiga Toxin; cell reporter, cycloheximide protein synthesis inhibition counterscreen; max response, %; actives 12% (n = 300,000); AID 2314, 2010; in the data active means max response mostly above about 13%, no sharp cut-off; inactive means mostly below about 14%; further: read at 38.3 µM for the half of the compounds with a filed dose; 0% is about no effect
AmpC no deterg: qHTS Inhibitors of AmpC Beta-Lactamase (assay without detergent). AmpC nitrocefin hydrolysis, absorbance 480 nm, 0.0001% Triton. Potency, µM (highest dose often 57.1 µM), inactives show at the top dose activity change, negative = inhibition, most hits filed as inhibitors. P00811. actives 0.52% (n = 330,000). AID 485341, 2010;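 further: potency means the concentration at half of the fitted maximal effect; plate controls were no compound for no effect and no enzyme for full effect; nearly all actives have a fitted effect of over 20% in size; some results filed as inactive show a strong effect at the top dose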
Target sequence (P00811 whole entry, looked up): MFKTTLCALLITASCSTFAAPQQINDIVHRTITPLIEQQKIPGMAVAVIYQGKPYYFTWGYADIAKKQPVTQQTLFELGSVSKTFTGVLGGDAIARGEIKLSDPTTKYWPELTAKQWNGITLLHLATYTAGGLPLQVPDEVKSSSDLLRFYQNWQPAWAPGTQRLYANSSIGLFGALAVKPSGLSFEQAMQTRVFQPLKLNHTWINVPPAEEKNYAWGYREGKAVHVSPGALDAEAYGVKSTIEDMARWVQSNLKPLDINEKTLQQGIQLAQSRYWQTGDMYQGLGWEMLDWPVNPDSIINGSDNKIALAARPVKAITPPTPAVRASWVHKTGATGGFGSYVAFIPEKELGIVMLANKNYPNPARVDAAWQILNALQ
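20 mM phosphate pH 7.0 + 0.01% (detergent screen) or 0.0001% Triton X-100; 5.3 nM AmpC reagent; cpd preinc 15 min RT; nitrocefin (800 uM stock) to start; A480 q20 s × 4 min; Activity was normalised to no-enzyme and no-compound control wells.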
AMA1-RON2 inh: qHTS for Inhibitors of AMA1-RON; Towards Development of Antimalarial Drug Lead: Primary Screen; Potency, µM (series often up to 58.2 µM), for inactives: at the highest dose activity change, negative = inhibition, hits mostly inhibitors; AlphaScreen AMA1-biotinylated RON2 peptide binding; Plasmodium falciparum AMA1 (3D7) - RON2 peptide interaction; actives 0.2% (n = 360,000);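 further: potency means the concentration at half of the fitted maximal effect; 0% = vehicle wells and -100% = peptide control; nearly all actives have a fitted effect of over 45% in size; some results filed as inactive show a strong effect at the top dose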
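AMA1 (3D7) with his tag at 25 nM final met compounds first, then biotinylated RON2 peptide at 25 nM; detection used donor plus acceptor beads, 10 µg/mL apiece, read by AlphaScreen after 30 min at room temperature.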
AmpC detergent: qHTS Inhibitors of AmpC Beta-Lactamase (assay with detergent); P00811; AmpC hydrolysis of nitrocefin, absorbance 480 nm, 0.01% Triton; Potency, µM (titrated, usually from 114 µM), for inactives: at the top dose activity change, negative = inhibition, usual class: inhibitors; actives 0.041% (n = 370,000);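 further: potency means the concentration at half of the fitted maximal effect; 0% = no-compound wells and -100% = no-enzyme wells; nearly all actives have a fitted effect of over 25% in size; some results filed as inactive show a strong effect at the top dose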
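AmpC (5.3 nM in the dispensed reagent) in 20 mM phosphate pH 7.0 with 0.01% (detergent screen) or 0.0001% Triton X-100 was preincubated with compounds for 15 min at room temperature. Nitrocefin was then added from an 800 uM solution, and hydrolysis was followed at 480 nm.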
* hit, by the source's call; ? = inconclusive; . = no result given; & = joins results of further samples; [ ] = remark or other dose. Unless noted, the call rests on the fitted dose curve; in most records, active means well fitted curve in the direction sought with a large enough effect; inconclusive means small, poorly fitted or top-dose-only effect, or another doubt; inactive means no such curve, though single readings can be large; an effect the other way counts as inactive or inconclusive.

SMILES	Shiga toxin inh	HCMV inh	Giardia FBPA inh	CHX counter	AmpC no deterg	AMA1-RON2 inh	AmpC detergent
COc1ccc(OC)c(C2C(C(=O)c3cccs3)=C(O)C(=O)N2CCN2CCOCC2)c1 (stereo not given)	-4	-3	-10%	5	-1%	1%	4%
COc1ccc(OC)c(/C=C2\Oc3cc(OCC(=O)N4CCC[C@H]4C(=O)O)ccc3C2=O)c1	-7	.	-4%	1	-18%	21%	?
CCn1c(SCC(=O)N/N=C/c2ccc(C)o2)nnc1-c1ccc(C)cc1	-10	-33	-3%	9	-15%	8%[2.32 µM]	?
CCOC(=O)/C(C#N)=C1/SC(CC)C(=O)N1c1ccc(Br)cc1 (stereo not given)	24	5	1%	-1	-35%	-1%	-5%
CCN(CC)c1ccc(/C=N/N2C(=O)c3ccccc3C2=O)c(O)c1	19	-30	-30%	4	0%	63%[activator]	?
O=C1C(Cl)=C(N2CCOCC2)C(=O)N1c1ccccc1Cl	-9	32	-1%	-3	-3%	-21%	?
CC1CCN(C(c2nnnn2CCc2ccccc2)C(C)C)CC1 (stereo not given)	31	?	-24%	-5	16%	3%	3%
O=C(Cn1c(=O)n(CC2CS2)c2ccccc21)N1CCCCCC1 (stereo not given)	-6	-70*	0%	15	0%	21%	-10%
CCOc1ccc(Br)cc1S(=O)(=O)Nc1cccc(S(=O)(=O)N(C)c2ccccc2)c1	-14	-20	-8%	-1	0%	-2%	-12%
CCCCn1c(=O)[nH]c(=O)c2c1nc(-c1ccc(OC)c(Br)c1)n2CC(C)C	2	20	9%	1	34%	-17%	4%
O=C(Cn1nnc(-c2ccncc2)n1)N(C1CCCCC1)C1CCCCC1	-27	?	4%	-5	41%	-13%	-3%
O=C(NCc1ccncc1)c1ccc2nc(Cc3ccccc3F)oc2c1	15	22	.	16*	41%	-11%	5%
CCOC(=O)Cn1nc(/C=C/c2ccc(C(C)C)cc2)ccc1=O	33	65	-1%	9.7*	113%[activator]	27%	-2%
CC1(C)C(=O)OC(c2ccc([N+](=O)[O-])cc2)C(C)(C)C1=O (stereo not given)	-6	17	0%	-6	-5%	-9%	6%
CC(C)C1Cc2c(C#N)c(N)n(C)c(=S)c2CO1 (stereo not given)	-4	27	-9%	-2	1%	-5%	-5%
S=C(NCc1ccco1)Nc1ccccc1Cl	33	10	-1%	20*	-19%	-8%	6%
Cc1ccccc1OCCC(=O)OCC(=O)NCCc1ccc(S(N)(=O)=O)cc1	.	12	.	.	-13%	-3%	-8%
Cc1noc(C)c1COc1ccccc1C(=O)N1CCN(S(=O)(=O)c2ccccc2F)CC1	.	-8	.	.	135%[activator]	-18%	8%
Cc1ccnc(N/C=C(/NC(=O)c2ccccc2)C(=O)N/N=C\c2ccc(F)cc2)n1	13	0	-3%	-3	.	-3%	?
COc1ccc(F)cc1S(=O)(=O)NCC(c1ccco1)N1CCc2ccccc2C1 (stereo not given)	.	-19	.	.	-14%	-5%	?
O=C(CSc1nnc(C2CC2)n1-c1ccccc1)N1CCNC1=O	.	-38	.	.	-4%	0%	-12%
COc1ccc(OC)c(Cc2nnc(CCC(=O)NC3C4CC5CC(C4)CC3C5)o2)c1 (stereo not given)	-16	61	5%	6	140%[activator]	14%	-3%
NNC(=S)Nc1cccc(Cl)c1	11	0	?	7	-47%	75%[activator]	1%
CCCC(=O)Nc1sc(C)c(-c2ccc(OC)cc2)c1C#N	6	2	8%	-4	-18%	4%	?
Cn1cnc(C(=O)NCc2ccccc2)c1C(=O)NCc1ccccc1	.	1	.	.	74%[activator]	13%	.

Looked up one by one from the list above, five records:
SMILES	Shiga toxin inh	HCMV inh	Giardia FBPA inh	CHX counter	AmpC no deterg	AMA1-RON2 inh	AmpC detergent
O=C1C(Cl)=C(N2CCOCC2)C(=O)N1c1ccccc1Cl	-9	32	-1%	-3	-3%	-21%	?
COc1ccc(F)cc1S(=O)(=O)NCC(c1ccco1)N1CCc2ccccc2C1 (stereo not given)	.	-19	.	.	-14%	-5%	?
COc1ccc(OC)c(/C=C2\Oc3cc(OCC(=O)N4CCC[C@H]4C(=O)O)ccc3C2=O)c1	-7	.	-4%	1	-18%	21%	?
CCCC(=O)Nc1sc(C)c(-c2ccc(OC)cc2)c1C#N	6	2	8%	-4	-18%	4%	?
Cc1ccccc1OCCC(=O)OCC(=O)NCCc1ccc(S(N)(=O)=O)cc1	.	12	.	.	-13%	-3%	-8%

Further entries.
SMILES	Shiga toxin inh	HCMV inh	Giardia FBPA inh	CHX counter	AmpC no deterg	AMA1-RON2 inh	AmpC detergent
CCOC(=O)Cn1cc(-c2ccccc2)nn1	-8	9	2%	1	-13%	-10%	-12%
Cc1ccccc1C(=O)Nc1cccc(C(=O)N/N=C/c2ccccn2)c1	26	-26	14%	12*	-44%	87%[activator]	-2%
N=C1/C(=C/c2ccc(-c3cccc(C(=O)O)c3)o2)C(=O)N=C2SC(CC(=O)N3CCOCC3)=NN12	11	24	-29%	25*	-6%	-2%	-1%
CCOC(=O)c1c(NC(=O)CC2SC(N)=NC2=O)sc2c1CCCC2 (stereo not given)	2	-23	0%	-3	-23%	5%	-7%
Cc1ccc(-c2nnc(SCC(=O)O)n2N)cc1	3	10	6%	-3	-19%	11%	-1%
COc1cc(C)c(CN2CCC(Cc3ccccc3)CC2)cc1C	-5	?	?	-1	12%	-24%	?
COCCn1c(COc2ccc(C)cc2)nc2ccccc21	71*	40	0%	42*	-7%	34%[activator]	-2%
Cc1cc2n(c(=O)c1C#N)CCCN2c1ccccc1	0	10	-15%	1	-16%	8%	8%
C/C=C(/C)C(=O)OC1Cc2c(ccc3ccc(=O)oc23)OC1(C)C (stereo not given)	-12	-7	1%&-5%	-9	13%	-3%	3%
CCC(=O)OCCNc1cc(Sc2nccn2C)c2nonc2c1[N+](=O)[O-]	-10	-7	-6%	-6	-26%	24%	?
COc1ccc(NC(=O)CN2C(=O)NC(c3ccccc3)(c3ccccc3)C2=O)cc1OC	0	46	5%	-4	-34%	-23%	-1%
O=C(N/N=C/c1c(O)n(CCC2=CCCCC2)c(=S)[nH]c1=O)c1ccccc1	38*	-13	?	35*	-36%	34%[activator]	?
O=C(O)c1ccccc1CSc1nc2ccccc2[nH]1	42	0	-29%	10	-12%	7%	-2%
CCN(CC)CCNc1ccc(CO)c2sc3ccccc3c(=O)c12	-15	-96*	-4%	-3	23%	10%	-9%
CCCc1ccc2oc(C(=O)NCCCN3CCOCC3)c(C)c2c1	67*	42	.	50*	178%[activator]	13%	3%
CCOC(=O)C1C(c2cccc(F)c2)NC(=S)NC1(O)C(F)(F)F (stereo not given)	-73	17	0%	-1	-7%	9%	4%
COc1ccc(N2CCN(C(=O)c3ccc4c(c3)NC(=O)C(CSCc3ccc(C)cc3)N4)CC2)cc1 (stereo not given)	-6	.	-14%	-4	1%	.	-5%
COCCSc1nnc(NC(=O)Cc2ccc(OC)c(OC)c2)s1	-4	-2	3%	-2	-1%	14%	9%
CCOc1ccc(-n2c(=O)c3sccc3n(CC(=O)NCCc3ccc(OC)c(OC)c3)c2=O)cc1	7	?	4%	1	-24%	-5%	?
O=C(COc1ccc(C(=O)c2ccccc2)cc1)NCC(=O)Nc1ccccc1Br	-1	-38	-2%	-2	-16%	-5%	-7%
CCOc1ccc(N(CC(=O)N2CCN(c3ccccc3)CC2)S(=O)(=O)c2c(C)noc2C)cc1	-4	17	-2%	-6	98%[activator]	-14%	-9%
N#Cc1ccc(S(=O)(=O)N2CCN(c3ncccn3)CC2)cc1	-3	20	-3%	0	13%	-3%	-8%
Cc1ccccc1NC(=O)CC(=O)Nc1ccccc1C	-5	-31	0%	-2	-8%	2%	-9%
Cc1ccc(C)c(N2CCN(CCCNC(=O)Cn3c(=O)c4cccn4c4cccnc43)CC2)c1	-11	0	8%	-3	63%[activator]	-19%	?
CCc1ccn2cc(-c3ccc4c(c3)OCO4)nc2c1	-24	-78*	?	5	-19%	-10%	-7%

Exported in markdown: part of the list above
| SMILES | Shiga toxin inh | HCMV inh | Giardia FBPA inh | CHX counter | AmpC no deterg | AMA1-RON2 inh | AmpC detergent |
| --- | --- | --- | --- | --- | --- | --- | --- |
| COc1ccc(NC(=O)CN2C(=O)NC(c3ccccc3)(c3ccccc3)C2=O)cc1OC | 0 | 46 | 5% | -4 | -34% | -23% | -1% |
| O=C(N/N=C/c1c(O)n(CCC2=CCCCC2)c(=S)[nH]c1=O)c1ccccc1 | 38* | -13 | ? | 35* | -36% | 34%[activator] | ? |

New compounds follow
SMILES	Shiga toxin inh	HCMV inh	Giardia FBPA inh	CHX counter	AmpC no deterg	AMA1-RON2 inh	AmpC detergent
COc1cc(C(=O)Oc2ccc(/C=N/NC(=O)c3ccncc3)cc2)cc(OC)c1OC	-5	22	8%	1	-15%	9%	-13%
O=C(COC(=O)Cc1n[nH]c(=O)c2ccccc12)NNC(=O)c1ccc(Br)cc1	.	-1	.	.	-28%	110%[activator]	.
CC1CN(C(=O)COC(=O)c2cc(S(N)(=O)=O)c(Cl)cc2Cl)CC(C)O1 (stereo not given)	6	-3	9%	-8	-11%	2%	3%
CCC1=Nc2cc(C(=O)NCc3ccco3)ccc2Sc2ccccc21	23	-3	-6%	8	-8%	-17%	-3%
Cc1ccc(NC(=O)CCOc2ccccc2)cc1	62*	20&57	10%	54*	-15%	9%	3%&6%
CCOC(=O)c1ccc(NC(=O)CNS(=O)(=O)c2ccccc2)cc1	-27	-33	1%	0	-24%	8%	0%
CCc1ccc(N=C2NC(=O)CS2)cc1	.	-8	5%	-3	-12%	0%	?
COc1ccc(CCNC(=O)CSc2nc(=O)n3cc(C)ccc3n2)cc1OC	.	15	.	.	33%	-4%	3%
CC(C)c1cc(C(=O)O)c2cnn(C(C)C)c2n1	16	0	-18%	-2	-17%	-10%	-1%
CC(=O)O[C@H]1C[C@@]2(C)[C@@H](C[C@@H](O)[C@H]3[C@@]4(C)CC[C@@H](O)[C@@H](C)[C@@H]4CC[C@@]32C)/C1=C(\CCC=C(C)C)C(=O)O	.	87&40	.	.	0%	-6%&-3%	-18%
CCOc1ccccc1CN1C(=O)C2(OCCO2)c2ccccc21	39	21	7%	-1	94%	-1%	-7%
COc1ccc(S(=O)(=O)N2CCc3ccccc32)cc1C(=O)OCc1nnc(-c2ccccc2)o1	30	47	-1%	2	-9%	-8%	-2%
COc1ccccc1CNc1ccc([N+](=O)[O-])cc1C	-16	-24	-3%	0	-37%	-14%	0%
COCCn1c(CN2CC(C)CC(C)C2)nc2c1c(=O)n(C)c(=O)n2C (stereo not given)	-4	5	3%	3	-6%	10%	-5%
O=C(NN1C(=O)NC2(CCCCC2)C1=O)c1ccc(Cl)s1	.	0	.	.	-19%	1%	1%
